Screens (PubChem BioAssay)
FBPA Giardia inh – Giardia lamblia aldolase inhibition | 290,000 tested, 0.71% active | AID 2451 | purified Giardia FBPA | Potency, µM (highest dose often 59.6 µM), for inactives: top-dose activity, negative = inhibition, most hits filed as inhibitors | A8B2U2; active = well fitted inhibition curve with a large enough effect; inconclusive = small, poorly fitted or top-dose-only effect, or effect the other way; also: nearly all actives have a fitted effect of over 55% in size
Target sequence (A8B2U2 whole entry, looked up): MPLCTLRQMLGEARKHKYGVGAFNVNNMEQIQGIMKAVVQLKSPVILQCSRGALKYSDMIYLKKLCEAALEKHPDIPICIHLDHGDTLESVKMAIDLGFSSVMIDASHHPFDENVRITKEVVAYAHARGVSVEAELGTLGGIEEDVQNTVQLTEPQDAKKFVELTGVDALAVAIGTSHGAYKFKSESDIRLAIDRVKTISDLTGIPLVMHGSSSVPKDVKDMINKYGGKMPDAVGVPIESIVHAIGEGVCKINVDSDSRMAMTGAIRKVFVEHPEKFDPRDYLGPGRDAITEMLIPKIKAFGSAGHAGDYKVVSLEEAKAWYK
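Giardia FBPA (40 nM reagent) was preincubated 10 min at RT with compound (up to 57.5 uM final), then substrate plus GAPDH/TPI/NAD/arsenate coupling system with diaphorase/resazurin was added; resorufin fluorescence (525/598 nm) was read after 20 min.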
The depositor's hits bear a star; u = inconclusive; & = joins results of further samples; [ ] = another dose, or the depositor's remark. % is scaled to controls: 0 for no effect and ±100 for the full control effect; potency is read from the fitted curve at half-maximal effect. These rows are one share of the data; the hit share may differ from the screen's.

Compound	FBPA Giardia inh
NC(N)=Nc1nc(CSCC/C(N)=N\S(N)(=O)=O)cs1	-1%
FC(F)(F)c1ccccc1-c1cc(N2CCNCC2)ncn1	-5%
Cc1noc(C)c1-c1cncnc1N1CCN(C)CC1	4%
C/C=C\C1=C(CO)C(=O)[C@@H]2OC2C1=O (stereo not given in full)	u
Cn1cccc1C(=O)N1CCC2(CCCN(c3ccccc3)C2)CC1	-4%
C[C@H]1Cc2c(COc3ccccc3)nc3c(c2CO1)CN(C(=O)Nc1cccc(C#N)c1)CC3	0%[12.9 µM]
FC(F)(F)c1ccccc1-c1ccc2ncnc(NCCN3CCOCC3)c2c1	12%
COC(=O)N[C@@H](c1cccc(F)c1)C(C(C)=O)C(=O)OC (stereo not given in full)	1%
COc1cccc([C@H](O)Cn2cc(-c3cccc(CON=C(C)C)c3)nn2)c1	1%[12.9 µM]
Cc1noc(C)c1C(=O)N1CCC[C@@]2(CCN(c3ncccn3)C2)C1	4%
COC(=O)CNC(=O)C1(C)C=CC2(CCCCC2)N1C(=O)OC (stereo not given)	-1%
COC(=O)C(C(C)=O)C(=O)C(Cc1ccccc1)NC(=O)OCc1ccccc1 (stereo not given)	1%[12.9 µM]
NCCC[C@@H](CC(=O)N[C@@H]1CCNC[C@H]1C(=O)N[C@H](CC(=O)N[C@@H](CCC(=O)O)CC(=O)O)Cc1ccccc1)NC(=O)C[C@H](CO)NC(=O)[C@@H]1CCCC[C@H]1N	u
COc1cccc(Cn2c(=O)c(-c3cc(F)cc(F)c3)nc3cnc(N4CCOCC4)nc32)c1	8%
Nc1nc2[nH]c(=O)cnc2c(=O)[nH]1	3%
CN(N=O)c1ccc(O)c(O)c1	u
Cc1cc(O)c2c(c1O)C(=O)C(O)=C(O)C2=O	u
COCCNc1nc(-c2cccc(OC)c2)nc2ccccc12	-15%
COC(=O)[C@H]1[C@@H](c2ccccc2)[C@@]2(c3ccccc3)Oc3ccccc3[C@@]1(O)[C@@H]2O	0%[12.9 µM]
NC1C(O)OC(CO)[C@@H](O)[C@@H]1O[C@H]1O[C@@H](C(=O)O)C(O)C(O)C1O (stereo not given in full)	4%
CCCCOc1cc(C[C@@H]2CNC(=O)N2)ccc1OC	10%
CCCCCCCCCCCCCCCC(=O)NCC(COP(=O)([O-])OCC[N+](C)(C)C)OCC (stereo not given)	5%
O=c1c(-c2cc(F)cc(F)c2)nc2cncnc2n1Cc1ccccc1	2%
CN1C(=O)N(C)C2=NNC=NC2(O)C1=O (stereo not given)	u
CN(C)/N=N/c1nc[nH]c1C(N)=O	-5%
COc1ccccc1CNc1ncnc2ccc(-c3ccccc3CN(C)C)cc12	0%
NC(=O)COc1c(F)cc(SCCNS(=O)(=O)c2ccccc2)cc1F	2%&6%
N[C@H](C(=O)O)c1cc(=O)[nH]o1	-5%
COC(=O)C1=C(C)N(Cc2ccccc2)C(=O)N[C@@H]1c1ccccc1	0%
O=C(Nc1cccc(C(=O)Nc2ccc(S(=O)(=O)O)c3cc(S(=O)(=O)O)cc(S(=O)(=O)O)c23)c1)Nc1cccc(C(=O)Nc2ccc(S(=O)(=O)O)c3cc(S(=O)(=O)O)cc(S(=O)(=O)O)c23)c1	u
COc1ccc(C(=O)N2CCC3(CC2)CN(c2ccccn2)C3)cc1	7%
COc1ccc2[nH]cc(CCNc3ncnc4ccc(-c5ccc6c(c5)OCO6)cc34)c2c1	-4%
COc1ccc(-n2c(=O)c(-c3cccs3)nc3cnc(N4CCN(C)CC4)nc32)cc1	-1%
C[C@@H]1O[C@H](O[C@@H]2C=C3CC[C@H]4[C@@H](CC[C@]5(C)[C@@H](c6ccc(=O)oc6)CC[C@]45O)[C@@]3(C)CC2)[C@@H](O)[C@H](O)[C@@H]1O	10%[21.7 µM]
CCCCCCCCCC[Si](C)(C)CCC(=O)NC(Cc1ccc(C)cc1)c1ccccc1 (stereo not given)	-5%
COC(=O)C[C@](O)(CCCC(C)(C)O)C(=O)O[C@@H]1C(OC)=C[C@]23CCCN2CCc2cc4c(cc2[C@H]13)OCO4	-5%
c1ccc(-c2nc(-c3ccccc3)c(Nc3ccc4ccccc4c3)o2)cc1	5%
O=C(O)CCC(=O)N1CCCC1C(=O)O (stereo not given)	1%
COCCn1c(=O)cnc2cnc(OC)nc21	-2%
CCCCCCCC1=CC2=C(Cl)C(=O)C(C)(OC(C)=O)C(=O)C2=CO1 (stereo not given)	-10%
COCC(=O)N1CCC2(CC1)CCN(C(c1ccccc1)c1ccccc1)CC2	4%
COCCn1c(=O)c(-c2ccc(Cl)cc2)nc2cnc(Oc3ccc(OC)cc3)nc21	-8%
COc1ccc(OC2C=CC(c3ccccc3)OC2CO)c(C(C)=O)c1 (stereo not given)	1%[12.9 µM]
COCCn1c(=O)c(-c2cccs2)nc2cnc(Oc3ccc(OC)cc3)nc21	u
O=C(O)c1c(C(=O)O)c2ccccc2[nH]c1=O	u
O=C(Nc1cccc(F)c1)N1CCCC2(CCN(C(=O)Oc3ccccc3)CC2)C1	-4%
Cc1cccc(CNc2ncncc2-c2ccccc2CN(C)C)c1	7%
COc1ccccc1CNc1ncncc1-c1ccoc1	-14%
COc1cccc(Cn2c(=O)c(CCc3ccccc3)nc3cnc(N4CCNCC4)nc32)c1	6%
CN(C)c1ncnc2ccc(-c3ccoc3)cc12	-15%
C=CC1=C2C=C(C3CC3)N(c3ccc(OC)cc3)C=C2C(=O)C(C)(OC(=O)c2ccco2)C1=O (stereo not given)	-25%[12.9 µM]
C=C1CC2C(CC[C@]3(C)C(=O)CCC23)[C@]2(C)C=CC(=O)C=C12 (stereo not given in full)	0%
CN1CC[C@@]2(CCCN(S(=O)(=O)c3ccccc3)C2)C1	-13%
COC(=O)N1CCC2(CC1)CN(C(=O)Nc1ccc(OC)cc1)C2	-11%
CC1(C)S[C@@H]2[C@H](NC(=O)COc3ccccc3)C(=O)N2[C@H]1C(=O)O (tested in a mixture with another compound)	-16%[21.7 µM]
O=C(Nc1cccc(F)c1)N1CC[C@@]2(CCCNC2)C1	-1%

The listing continues:
Compound	FBPA Giardia inh
CC(C)[C@@H](CC(=O)N[C@@H]1CCCC[C@H]1C(=O)N[C@H](CC(=O)N[C@@H](CCC(=O)O)CC(=O)O)Cc1c[nH]c2ccccc12)NC(=O)C[C@H](Cc1ccccc1)NC(=O)[C@@H]1CCCC[C@H]1N	-18%
CC(C)(C)Nc1oc(-c2ccccc2)nc1-c1cccc2ccccc12	0%
COc1ccc(N2C=C3C(=O)C(C)(OC(=O)C4CCCC4)C(=O)C=C3C=C2c2ccsc2)cc1 (stereo not given)	u
c1cncc([C@@H]2CCCCN2)c1	2%
C[C@]12CC[C@H]3c4ccc(OC[C@H]5CO5)cc4CC[C@H]3[C@H]1CC[C@@H]2O	1%[12.9 µM]
COc1ccc([C@@H]2[C@@H](O)[C@H](O)[C@@H](C)N2C)cc1OC	-6%
CC(=O)OC1CCC2(C)C(=CC=C3C2CCC2(C)C3CCC2C(C)/C=C/C(C)C(C)C)C1(C)C (stereo not given)	6%
O=C(c1cccc(F)c1)N1CCC2(CC1)CCN(c1ccccn1)CC2	4%

(next part)
structure	FBPA Giardia inh
CN(Cc1ccco1)c1ncnc2ccc(-c3ccccc3C#N)cc12	-1%
COc1cc2c(cc1OC)-c1cc3cc(OC)c(OC)cc3c(=O)n1CC2	-7%
O=C1NO[C@@H]2CN[C@@H](C(=O)O)[C@H]12	-1%
CN1Cc2c(ccc3c2OCO3)[C@@H]2[C@@H](O)Cc3cc4c(cc3[C@@H]21)OCO4	2%[21.7 µM]
COC(=O)[C@@]1(Cc2ccccc2)[C@H]2c3cc(C(=O)N4CCCC4)n(CCc4ccccn4)c3C[C@H]2CN1C(=O)c1ccccc1	-3%
C1CCc2nnnn2CC1	1%
COc1ccc(OC)c(C2OCCC=CC2C)c1 (stereo not given)	-4%[12.9 µM]
Cc1ccc(O)cc1	-12%
S=C=NCc1ccccc1	-7%
N#Cc1ccc(CN2CCC3(CCNCC3)CC2)cc1	0%
CC1(COc2ccc(C[C@H]3SC(=O)NC3=O)cc2)CCCCC1	24%
CS(=O)(=O)N1CCC2(CCN(Cc3ccncc3)CC2)CC1	-2%
Cc1ccccc1-c1cncnc1Nc1ccccc1	8%
COc1ccc(CNc2ccnc(-c3cccnc3)n2)c(OC)c1	2%
COc1ccc(C2c3[nH]c4ccccc4c3CC3C(=O)N(CCc4ccc(OC)c(OC)c4)CC(=O)N32)cc1 (stereo not given)	-9%
Cn1c(=O)c(-c2ccc(Cl)cc2)nc2cnc(N3CCOCC3)nc21	-2%
O=C(c1ccco1)N1CCC2(CC1)CCN(c1ccccn1)CC2	-2%
CN(C)c1ncc2nc(-c3cc(F)cc(F)c3)c(=O)n(C3CC3)c2n1	-1%
COc1ccc2[nH]c(-c3ccccc3)c(CCNC(C)=O)c2c1	-4%
Cc1cnc(CNc2ncncc2-c2ccccc2C)cn1	-6%
CCCCCCCC/C=C\C/C=C\C=C\C(O)CCCC(=O)O (stereo not given)	3%
CC(=O)N1CCC2(CC1)CCN(c1cccc(-c3ccccc3)c1)CC2	-5%
c1ccc2c(Nc3ccncc3)nc(-c3ccoc3)nc2c1	-6%
Cc1[nH]cnc1CCN	u
COC(=O)c1c(-c2cc(OC)c(OC)c(OC)c2)c2ccnc(OCc3ncccn3)c2c(=O)n1Cc1ccnc(C)c1	-3%&4%
Nc1nc2c(nc(Sc3ccc(Cl)cc3)n2C2OC(CO)C(O)C2O)c(=O)[nH]1 (stereo not given)	1%
CC(=O)N1CCC[C@@]2(CCN(C(=O)Nc3ccccc3)C2)C1	8%
COc1cccc2c3c(c(C)nc12)CC(CO)O3 (stereo not given)	0%
O=C1CCC[C@@H](C(C(=O)OCc2ccccc2)C(=O)OCc2ccccc2)C1	-3%[12.9 µM]
O=c1onc2cnc3ccccc3n12	-1%&7%
CO[C@@H]1COC(=O)[C@H]2CCCN2C(=O)[C@@H](C)COC(=O)CCC[C@H]1C	6%[12.9 µM]
CN(C)c1ccc(-c2cncnc2NCCc2cnc[nH]2)cc1	-11%
O=c1cc[nH]c(=S)[nH]1	16µM*
c1ncc(CC2CCNCC2)[nH]1	1%
CC[C@H](C)C(=O)O[C@H]1C[C@H](O)C=C2C=C[C@H](C)[C@H](CC[C@@H](O)C[C@@H](O)CC(=O)O)[C@H]21	2%
CC(C)OC(=O)[C@@H]1CC[C@H](C)[C@@H](CCC[C@@H]2CC=C[C@H](CC#N)O2)O1	3%
O=C(c1cnccn1)N1CCC2(CC1)CCN(c1ccccn1)CC2	7%
C=C(C)C1Cc2c(ccc(C(=O)O)c2O)O1 (stereo not given)	6%
CC(C)[C@@H](OCc1ccccc1)[C@H](C)/C=N\OC[C@@H](C)[C@H](OCc1ccccc1)C(C)C	2%[12.9 µM]
CCC(=O)OC1CCC2C3CCC4=CC(=O)CC[C@@]4(C)C3CC[C@]12C (stereo not given in full)	17%
CC1=C2C(O)C(=O)OC3CC4C(C)(C)C(=O)C=C[C@]4(C)C(CC1)[C@@]23C (stereo not given in full)	3%
CCN1C(=O)[C@@H]2[C@H]3C(=CC[C@H]2C1=O)C(=O)[C@H]1OC1[C@H]3O (stereo not given in full)	-2%[12.9 µM]
O=C1C=CC(=O)c2c(O)c(Cl)c(Cl)c(O)c21	13µM*
Oc1ccc2c3c1O[C@H]1c4[nH]c5c(c4C[C@@]4(O)[C@@H](C2)N(CC2CC2)CC[C@]314)C[C@]1(O)[C@H]2Cc3ccc(O)c4c3[C@@]1(CCN2CC1CC1)[C@@H]5O4	-15%
S=C(NC1CCCCC1)N1CCC([C@H]2C=NC=N2)CC1	-1%[21.7 µM]
CCC(CO)NC(=O)[C@@H]1C=C2c3cccc4[nH]cc(c34)C[C@H]2N(C)C1 (stereo not given in full)	-3%
CC1(OC(=O)CCc2ccccc2)C(=O)C=C2C=C(c3ccc(C#N)cc3)OC=C2C1=O (stereo not given)	-10%
FC(F)(F)c1ccccc1-c1cncnc1-n1ccnc1	5%
COC(=O)C1(C(=O)OC)C/C=C\C/C=C\c2ccccc2[C@@H]1C[N+](=O)[O-]	0%&3%
